STAT1 act = activators of IFN-gamma induced STAT1 signaling; NIH 3T3 STAT1-luciferase reporter, luminescence; 100% = IFN-gamma alone, no compound; activation (% of control), % at 5.5 µM; 200,000 compounds, 2.6% hits;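 active = activation above the screen-wide mean activation plus 3 SD, cut at about 130% in these data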;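 note: raw ratio to IFN-gamma control signal so 100% means no change and 0% no light; values of inactives mirror those of a sister screen read the other way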
TLR4 MyD88 comp = TLR4-MyD88 interaction inhibition in cells; O00206+Q99836; HeLa CL3-4 TLR4/MyD88 BLA complementation, FRET ratio; inhibition, % at 8.4 µM; 200,000 compounds, 0.18% hits; AID 861; in the data active = inhibition above about 25%;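 note: 0% = vehicle and 100% = reference inhibitor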
Target sequence (O00206 whole entry, looked up): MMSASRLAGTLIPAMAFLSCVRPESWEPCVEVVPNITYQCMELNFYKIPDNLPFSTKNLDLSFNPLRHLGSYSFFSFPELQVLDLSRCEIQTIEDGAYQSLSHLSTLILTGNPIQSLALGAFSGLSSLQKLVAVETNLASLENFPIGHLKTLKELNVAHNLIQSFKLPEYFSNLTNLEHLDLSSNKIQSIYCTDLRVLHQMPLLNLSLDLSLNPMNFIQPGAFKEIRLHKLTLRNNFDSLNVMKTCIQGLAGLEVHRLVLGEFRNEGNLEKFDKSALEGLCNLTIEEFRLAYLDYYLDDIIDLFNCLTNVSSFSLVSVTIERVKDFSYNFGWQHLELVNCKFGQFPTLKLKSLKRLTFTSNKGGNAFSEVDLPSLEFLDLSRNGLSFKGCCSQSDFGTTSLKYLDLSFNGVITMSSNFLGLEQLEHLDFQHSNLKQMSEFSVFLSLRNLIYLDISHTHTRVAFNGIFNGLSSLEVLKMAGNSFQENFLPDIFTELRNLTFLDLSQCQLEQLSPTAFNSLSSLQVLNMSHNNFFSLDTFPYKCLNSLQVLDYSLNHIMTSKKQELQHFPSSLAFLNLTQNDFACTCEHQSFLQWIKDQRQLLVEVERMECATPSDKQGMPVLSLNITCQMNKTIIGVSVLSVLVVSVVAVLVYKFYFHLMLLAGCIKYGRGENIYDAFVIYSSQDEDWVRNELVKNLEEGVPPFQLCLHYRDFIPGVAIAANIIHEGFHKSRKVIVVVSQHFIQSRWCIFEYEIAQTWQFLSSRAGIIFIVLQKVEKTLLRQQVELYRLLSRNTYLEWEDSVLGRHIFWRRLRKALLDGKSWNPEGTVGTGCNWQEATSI
Target sequence (Q99836 whole entry, looked up): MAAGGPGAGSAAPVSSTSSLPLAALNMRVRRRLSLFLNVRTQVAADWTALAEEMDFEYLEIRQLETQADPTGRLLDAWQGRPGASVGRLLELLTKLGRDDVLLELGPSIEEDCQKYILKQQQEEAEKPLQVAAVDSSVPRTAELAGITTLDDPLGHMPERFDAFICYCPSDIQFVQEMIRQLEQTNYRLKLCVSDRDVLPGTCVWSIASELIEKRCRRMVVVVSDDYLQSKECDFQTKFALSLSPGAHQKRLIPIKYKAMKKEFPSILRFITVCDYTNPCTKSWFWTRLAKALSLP
APP 5'UTR act = activates APP 5'UTR luciferase reporter; SH-SY5Y APP 5'UTR luciferase reporter, luminescence; zero percent = DMSO vehicle wells; 190,000 compounds, 1% hits; activation, % at 2 µM;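 active = activation above a set limit, based on mean plus 3 SD of controls, cut at about 140% in these data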; note: values of inactives mirror those of a sister screen read the other way
STAT3 inh = inhibitors of IL-6 induced STAT3 signaling; 190,000 compounds, 0.89% hits; U3A cells, IL-6 STAT3-luciferase reporter, luminescence; host cell line lacks STAT1; inhibition, % at 5.5 µM; AID 862;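 active = inhibition above the mean inhibition across all screened compounds plus 3 SD, cut at about 44% in these data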;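 note: 0% = DMSO only wells and 100% = 100 µM nifuroxazide control wells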
Redox H2O2 prof = compounds producing H2O2 with reducing agent – biochemical, NIH compound library profiling, artefact control for MLSCN library redox annotation, primary screen; DTT-dependent redox cycling H2O2, phenol red/HRP absorbance; 100% = 100 µM peroxide control, 0% = buffer; activation, % at 10 µM; 200,000 compounds, 0.03% hits; AID 878;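 active = activation of at least 50% relative to the plate's high and low controls in the primary single-dose screen; inactive = activation below 50%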;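 note: compound incubated with DTT at 0.8 mM final as the reducing agent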
STAT3 act = activators of IL-6 induced STAT3 signaling | U3A cells, IL-6 STAT3-luciferase reporter, luminescence; 100% = signal with IL-6 EC80 alone | activation (% of control), % at 5.6 µM | 190,000 compounds, 0.91% hits | AID 871;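 active = activation above the screen-wide mean of compound activation plus 3 SD, cut at about 130% in these data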;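 note: 0% = background luminescence of wells with medium and substrate only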
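Material: STAT3-luciferase reporter U3A cells; Probe or stimulus: IL-6 (33 ng/mL); Incubation: compound pre-incubation 1 h before IL-6, then 6 h stimulation at 37 °C; Technique: luminescence from STAT3-driven luciferase reporter; Evaluation: % activation versus median of IL-6-stimulated wells; Controls: IL-6-only high control.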
HMGR II inh = inhibitors of class II HMG-CoA reductase from Enterococcus faecalis; inhibition, % at 10 µM; 190,000 compounds, 0.41% hits; purified E. faecalis HMGR, NADPH absorbance 340 nm kinetic;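 active = inhibition above a set limit, the median over all tested compounds plus 3 SD, cut at about 9.5% in these data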;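 note: enzyme runs in reverse so mevalonate oxidation gives rising NADPH absorbance; 0% = complete reaction with DMSO and 100% = background rate lacking mevalonate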
STAT1 blocker = reduces IFN-gamma driven STAT1 reporter signal | NIH 3T3 STAT1-luciferase reporter, luminescence | inhibition, % at 5.5 µM | 200,000 compounds, 0.35% hits;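 active = inhibition above a set limit, the mean inhibition across all tested compounds plus 3 SD, cut at about 34% in these data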;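 note: 0% = IFN-gamma with DMSO and 100% = IFN-gamma with 300 µM nifuroxazide; values of inactives mirror those of a sister screen read the other way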
NF-kB neuron act = raises NF-kB expression in human neuronal cells; fold change at 12.5 µM; NF-kB reporter expression; active compounds read high; 190,000 compounds, 1.6% hits; in the data active = fold change above about 3.3
Hsp70 activator = switches on Hsp70 transcription. HeLa Hsp70 promoter luciferase reporter, luminescence; scaled: vehicle 0, proteasome-inhibitor control 100%. activation, % at 10 µM. 200,000 compounds, 0.04% hits. AID 1203;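 active = activation above the mean across all tested compounds plus 3 SD, cutoff set per campaign, cut at about 5.5% in these data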;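 note: 100% = MG132 at 30 µM as the positive control and 0% = DMSO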
* = called active by the depositor; . = no result given.

SMILES	STAT1 act	TLR4 MyD88 comp	APP 5'UTR act	STAT3 inh	Redox H2O2 prof	STAT3 act	HMGR II inh	STAT1 blocker	NF-kB neuron act	Hsp70 activator
Cn1c(SCC(=O)Nc2cccc(Br)c2)nnc1-c1cc2ccccc2o1	95	14	6	1	-0.6	104	-4	5	0.92	-0.1
C=C(C)c1ccc(C(C)(C)NC(=O)N(Cc2ccccc2)Cc2ccco2)cc1	92	5	2	5	1.9	104	-2	6	1.1	-0.1
S=c1[nH]nc(-c2ccco2)n1/N=C/c1ccccn1	105	11	22	3	-0.5	102	2	-7	0.83	-0.1
CC1=C(C(=O)Nc2ccccc2C)C(c2ccc(C)o2)n2c(s/c(=C/c3ccccc3)c2=O)=N1 (configuration not stated)	94	4	3	9	0.1	97	2	7	1.5	-0.4
O=C(CSc1nnc(-c2cccnc2)n1CCc1ccccc1)N1CCCCC1	102	-5	-5	-5	0.4	107	1	-3	1.1	-0.3
Cc1sc(NC(=O)C2CCCC2)c(C#N)c1C	102	10	33	-3	-0.2	101	3	-2	1.3	-0.2
Cc1nn(Cc2ccc(F)cc2)c2sc(C(=O)Nc3nccs3)cc12	111	-6	-1	3	-0.8	97	-10	-12	1.1	-0.2
COc1ccc(CCC(=O)NCc2cn3ccsc3n2)cc1	102	6	11	3	0.6	100	.	-2	.	0.7
Cc1ccc(C(CC(=O)O)Nc2nc(N3CCOCC3)nc(N3CCOCC3)n2)cc1 (configuration not stated)	96	-7	14	-6	0.0	108	1	4	1.1	-0.1
COc1ccc(NC(=O)Cc2c[nH]c3ccccc23)cc1S(=O)(=O)N1CCCCC1	91	11	-5	-10	0.7	118	-2	10	0.68	0.3
Cc1cc(F)ccc1NCc1ccncc1	108	-1	9	4	0.4	102	-7	-8	0.94	0.0
CC(c1ccco1)N(C(=O)C12CC3(C)CC(C)(CC(C)(C3)C1)C2)c1ccccn1 (configuration not stated)	98	0	-1	7	1.3	97	4	2	0.92	0.0
CC1CCCCC1NC(=O)C1CCN(S(=O)(=O)N2CCOCC2)CC1 (configuration not stated)	94	-7	8	3	0.6	100	0	6	1.1	0.2
NC(=S)Nc1nc2ccccc2[nH]c1=O	109	-2	-5	4	-0.1	101	-5	-10	1.3	-0.4
CCC(Br)C(=O)Nc1ccc(OC)cc1 (configuration not stated)	100	-20	11	12	-1.1	94	-4	-2	.	-0.1
S=c1[nH]c(-c2ccccc2)cn1/N=C/c1cccc2ccccc12	105	-10	17	14	-1.1	89	-8	-4	2.1	-0.2
Cc1ccc(C2C(C(=O)c3cc4ccccc4o3)=C(O)C(=O)N2CCN2CCOCC2)o1 (configuration not stated)	109	7	10	5	0.6	98	2	-10	1.2	0.1
O=C(CCn1c(=O)c2ccccc2n(Cc2cccnc2)c1=O)NCc1ccc2c(c1)OCO2	105	-2	14	1	-0.6	104	4	-6	0.85	0.2
N#CCSc1nnc2ccc3ccccc3n12	105	6	23	-5	3.3	108	1	-5	0.84	-0.2
O=C1C2ON(c3ccccc3)C(c3ccccn3)C2C(=O)N1c1ccc(Br)cc1 (configuration not stated)	102	11	-2	6	-0.3	99	1	-2	1.5	-0.2
O=C(CNCc1ccccc1)Nc1ccc(F)cc1	111	-9	28	21	0.2	91	1	-13	1.5	0.0
COc1cccc(C(CC(=O)NCc2ccco2)NS(=O)(=O)c2ccc(C)cc2)c1OC (configuration not stated)	91	-16	2	9	-1.3	98	-6	8	1	-0.4
CCC(O)C1CCN(Cc2cn(Cc3ccccc3)nc2-c2cc3ccccc3o2)CC1 (configuration not stated)	103	-5	9	-10	-0.2	110	-1	-4	1.1	-0.2
COc1ccc(NC(=O)COC(=O)c2ccc(Br)o2)cc1OC	93	2	16	14	0.3	94	-2	6	0.97	-0.1
O=c1[nH]c2ccccc2c2nc3ccccn3c12	115	-2	17	-27	-2.4	126	2	-15	1.1	0.2
Carrying on.
SMILES	STAT1 act	TLR4 MyD88 comp	APP 5'UTR act	STAT3 inh	Redox H2O2 prof	STAT3 act	HMGR II inh	STAT1 blocker	NF-kB neuron act	Hsp70 activator
O=C(NCCN1C(=O)CSC1=O)C1CC(=O)N(c2ccccc2)C1 (configuration not stated)	103	-10	29	-9	0.2	106	-3	-3	1	-0.1
CCCn1nnc(NC(=O)COc2ccccc2Cl)n1	102	10	13	7	-0.9	97	2	-2	1.7	-0.2
O=C(O)c1cccnc1SCC(=O)N1CCCCCC1	99	1	-6	10	1.4	95	-2	1	0.88	0.3
O=C(C(c1ccccc1)c1ccccc1)N1CCN(Cc2ccco2)CC1	106	3	1	1	0.6	101	-5	-2	1.1	0.3
Cc1ccc2nc(SCC(=O)Nc3cc(C)on3)[nH]c2c1	95	6	6	18	-0.7	91	-3	5	0.91	-0.1
COc1ccc(/C=N/NC(=O)Nc2nonc2N)cc1	130*	7	6	-22	1.4	120	-6	-30	1.3	-0.3
CCN1CCN(C(=O)C2CC(c3ccc(F)cc3)=NO2)CC1 (configuration not stated)	105	-11	0	10	-0.7	92	-7	-4	1	-0.2
COc1ccc(/C(C)=N/Nc2ccc(C(=O)O)cc2)cc1OC	157*	16	158*	-25	0.1	125	1	-63	6*	-0.1
O=C1/C(=C/c2cccnc2)Sc2ccccc21	98	-2	-1	16	1.1	92	1	3	0.79	-0.1
COc1ccc(-c2nc(C)sc2C)cc1	94	9	23	14	-0.2	87	0	9	1.2	-0.1
Cc1ccc(C(=O)CCNc2ccc(Cl)cc2)o1	120	-4	3	7	-0.1	100	0	-21	1.9	0.0
CCc1ccc(S(=O)(=O)/N=C2\C=CC(=O)c3ccccc32)cc1	96	0	-35	-50	-1.7	145*	-1	3	0.78	-0.3
O=C1COc2ccccc2N1Cc1ccccc1Cl	97	10	-10	12	-1.6	95	-3	4	1.2	-0.3
CCOC(=O)Nc1ccc(S(=O)(=O)NCCCN2CCOCC2)cc1	96	10	-2	4	2.4	102	1	4	1	0.1
O=S(=O)(c1cc(Cl)ccc1Cl)N1CCCCC1	95	4	22	4	0.7	99	0	5	1	-0.3
O=C(NCCCN1CCN(c2cccc(Cl)c2)CC1)c1cccc(N2CCCC2=O)c1	104	17	4	19	-3.1	88	-4	-4	1.1	0.0
COc1ccc(C(=O)NCCCN2CCOCC2)cc1OC	93	2	-17	-3	0.3	104	-8	8	1.1	0.0
O=C(CSc1nnc(-c2ccncc2)n1-c1ccccc1Cl)Nc1ccc(C(=O)O)cc1	99	3	-16	1	-0.8	100	-8	2	0.94	-0.4
COc1cc(C2c3c(-c4ccccc4)n[nH]c3C(=O)N2c2ccc(C(=O)O)cc2)ccc1O (configuration not stated)	103	-6	7	8	-1.9	98	-5	-4	1.1	-0.2
Cc1ccc(O)c(NC(=O)/C=C/C(=O)O)c1	92	10	-11	2	0.4	104	2	10	0.85	0.2
COCCn1c(=NC(=O)c2cc3ccccc3oc2=O)sc2cc(S(N)(=O)=O)ccc21	102	-8	-10	-3	0.2	100	-5	-2	0.94	-0.2
CCC(=O)c1ccc(N2CCN(C(=O)c3cc([N+](=O)[O-])ccc3N3CCN(C)CC3)CC2)c(F)c1	96	-3	0	2	-4.4	108	-2	4	1.1	-0.2
O=C(CNC(=O)c1ccc(-c2ccccc2)cc1)OCc1ccc(Cl)cc1	98	4	13	8	0.0	100	-4	2	1.3	-0.1
COc1cc(C(C)=O)ccc1COc1ccc(C(=O)OCC(N)=O)cc1OC	102	10	0	4	0.0	100	-6	-2	1.2	-0.3
CCOC(=O)c1sc(NC(=O)CSc2nnnn2-c2ccccc2)c(C(=O)OCC)c1C	94	2	-7	9	0.3	93	1	3	0.93	-0.4

Of the compounds above, these have a cyano group:
SMILES	STAT1 act	TLR4 MyD88 comp	APP 5'UTR act	STAT3 inh	Redox H2O2 prof	STAT3 act	HMGR II inh	STAT1 blocker	NF-kB neuron act	Hsp70 activator
Cc1sc(NC(=O)C2CCCC2)c(C#N)c1C	102	10	33	-3	-0.2	101	3	-2	1.3	-0.2
N#CCSc1nnc2ccc3ccccc3n12	105	6	23	-5	3.3	108	1	-5	0.84	-0.2

NF-kB neuron act, hit marks shown above
mol | STAT1 act | TLR4 MyD88 comp | APP 5'UTR act | Redox H2O2 prof | STAT3 act | HMGR II inh | STAT1 blocker | NF-kB neuron act | Hsp70 activator
COc1ccc(/C(C)=N/Nc2ccc(C(=O)O)cc2)cc1OC | 157* | 16 | 158* | 0.1 | 125 | 1 | -63 | 6* | -0.1

Remaining list, next part.
SMILES	STAT1 act	TLR4 MyD88 comp	APP 5'UTR act	STAT3 inh	Redox H2O2 prof	STAT3 act	HMGR II inh	STAT1 blocker	NF-kB neuron act	Hsp70 activator
COc1ccc(Cl)cc1C(=O)NCCN(C)C	104	-12	10	6	0.8	96	-3	-4	1	-0.1
CCc1nc2ccc(C(=O)O)cc2nc1CC	102	-9	53	37	0.2	69	0	-2	6.1*	-0.4
CSCCC(NC(=O)c1cc(C(C)(C)C)oc1C)C(=O)O (configuration not stated)	100	-8	6	1	-0.7	104	-1	1	0.98	-0.3
COc1ccc2[nH]c3c(=O)n(CCCCCC(=O)NCCC(C)C)c(=S)[nH]c3c2c1	89	-6	-2	1	-0.5	107	2	12	1	-0.1
CC1CCN(S(=O)(=O)c2ccc(NC(=O)CN3CCN(C)CC3)cc2)CC1	97	2	-6	2	0.3	101	1	3	0.88	0.1
COc1ccc(C(=O)N2CCc3cc(OC)c(OC)cc3C2c2cccc([N+](=O)[O-])c2)cc1 (configuration not stated)	104	17	17	9	-5.1	96	-4	-4	1.2	-0.3
O=C(O)c1ccc(Cn2cc(C(F)(F)F)ccc2=O)cc1	100	-1	3	-7	-2.5	112	-6	-1	0.92	0.1
Cc1ccc(OCC(=O)N2CCN(c3ccc([N+](=O)[O-])c(N4CCOCC4)c3)CC2)cc1	109	9	15	1	-3.9	103	1	-10	0.78	-0.1
Nc1sc2c(c1C(=O)c1ccccc1)CCCC2	91	-2	6	-1	-6.5	108	0	10	1.2	-0.1
O=c1c2ccccc2[nH]c(=S)n1C1CCCCC1	102	-5	-3	-9	0.1	108	-2	-3	0.91	0.1
Nc1nc(CN2CCCCCC2)nc(Nc2ccc(F)cc2)n1	103	-9	-5	-11	0.1	109	-5	-1	0.71	-0.2

Some of the entries above, set out differently.
SMILES | STAT1 act | TLR4 MyD88 comp | APP 5'UTR act | STAT3 inh | Redox H2O2 prof | STAT3 act | HMGR II inh | STAT1 blocker | NF-kB neuron act | Hsp70 activator
CSCCC(NC(=O)c1cc(C(C)(C)C)oc1C)C(=O)O (configuration not stated) | 100 | -8 | 6 | 1 | -0.7 | 104 | -1 | 1 | 0.98 | -0.3
COc1ccc2[nH]c3c(=O)n(CCCCCC(=O)NCCC(C)C)c(=S)[nH]c3c2c1 | 89 | -6 | -2 | 1 | -0.5 | 107 | 2 | 12 | 1 | -0.1

Six of the entries above in order of their number in Redox H2O2 prof, low to high.
Compound	Redox H2O2 prof
Nc1sc2c(c1C(=O)c1ccccc1)CCCC2	-6.5
Cc1ccc(OCC(=O)N2CCN(c3ccc([N+](=O)[O-])c(N4CCOCC4)c3)CC2)cc1	-3.9
O=C(O)c1ccc(Cn2cc(C(F)(F)F)ccc2=O)cc1	-2.5
Nc1nc(CN2CCCCCC2)nc(Nc2ccc(F)cc2)n1	0.1
CC1CCN(S(=O)(=O)c2ccc(NC(=O)CN3CCN(C)CC3)cc2)CC1	0.3
COc1ccc(Cl)cc1C(=O)NCCN(C)C	0.8
